Mtb FBA inh = Mtb FBA enzyme inhibitors, primary screen, biochemical, fluorescence, strain H37Rv; Fructose-bisphosphate aldolase (Mycobacterium tuberculosis (strain ATCC 25618 / H37Rv)), …; purified M. tuberculosis FBA, fluorescence read-out; hit rate 2.3% among 360,000; inhibition, % at 1 µM; in the data active means inhibition above about 27%;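 further: 0% = vehicle and 100% = reference inhibitor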
Target sequence (P9WQA3 whole entry, looked up): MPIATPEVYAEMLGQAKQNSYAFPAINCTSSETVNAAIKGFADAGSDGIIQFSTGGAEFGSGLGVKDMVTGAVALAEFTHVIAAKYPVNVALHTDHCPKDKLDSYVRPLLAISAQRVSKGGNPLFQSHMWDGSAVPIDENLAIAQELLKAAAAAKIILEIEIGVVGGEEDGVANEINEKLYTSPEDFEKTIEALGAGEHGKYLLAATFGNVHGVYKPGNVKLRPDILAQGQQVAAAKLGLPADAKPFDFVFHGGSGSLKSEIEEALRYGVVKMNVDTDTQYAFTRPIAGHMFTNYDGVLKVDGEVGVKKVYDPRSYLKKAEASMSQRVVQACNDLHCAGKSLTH
Mtb UGM inh = M. tuberculosis UGM enzyme inhibitors, primary screen, biochemical, fluorescence polarization, single point | purified UGM, fluorescence polarization probe displacement | AID 504406, 2011 | UDP-galactopyranose mutase (Mycobacterium tuberculosis (strain ATCC 25618 / H37Rv)), … | hit rate 0.06% among 320,000 | inhibition, % at 10 µM; in the data active means inhibition above about 10%, passing the limit was not always enough; inconclusive means no clear call, values can overlap the other calls
Target sequence (P9WIQ1 whole entry, looked up): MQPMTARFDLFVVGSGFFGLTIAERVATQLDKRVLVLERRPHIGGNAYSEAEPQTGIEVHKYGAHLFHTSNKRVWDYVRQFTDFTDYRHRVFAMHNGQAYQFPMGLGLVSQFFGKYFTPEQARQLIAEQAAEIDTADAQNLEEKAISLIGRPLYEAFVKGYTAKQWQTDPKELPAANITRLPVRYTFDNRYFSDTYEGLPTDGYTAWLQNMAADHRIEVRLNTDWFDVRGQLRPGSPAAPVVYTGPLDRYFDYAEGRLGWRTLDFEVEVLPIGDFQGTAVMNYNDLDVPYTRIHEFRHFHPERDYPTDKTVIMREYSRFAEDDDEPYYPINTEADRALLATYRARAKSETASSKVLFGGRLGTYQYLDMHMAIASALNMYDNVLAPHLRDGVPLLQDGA
Anthrax LF inh2 = Bacillus anthracis LF protease inhibitors, primary screen, biochemical, multiplex microsphere, MLPCN library | multiplex microsphere protease cleavage assay | AID 588501, 2011 | inhibition, % at 10 µM | hit rate 0.12% among 360,000; further: plate controls were buffer without enzyme for full effect and enzyme alone for no effect
BoNT A protease = BoNT/A light chain protease inhibitors, primary screen, biochemical, flow cytometry, MLPCN library | Botulinum neurotoxin type A light chain protease (Clostridium botulinum A str. ATCC 3502) | multiplex microsphere protease substrate cleavage | inhibition, % at 10 µM | hit rate 0.17% among 360,000; further: plate controls were buffer without enzyme for full effect and enzyme alone for no effect
FadD28 FP inh = inhibitors of FadD28 bisubstrate probe binding, primary screen, biochemical, fluorescence polarization, single point; Mycobacterium tuberculosis FadD28 fatty-acid-AMP ligase; inhibition, % at 12.5 µM; hit rate 0.22% among 360,000; AID 588549, 2011; in the data active means inhibition above about 8.5%, passing the limit was not always enough; inconclusive means no clear call, values can overlap the other calls
BoNT-F LC inh = BoNT/F light chain protease inhibitors, primary screen, biochemical, flow cytometry, MLPCN library. Multiplex microsphere protease cleavage assay. Botulinum neurotoxin type F light chain protease (Clostridium botulinum). inhibition, % at 10 µM. hit rate 0.22% among 360,000; in the data active means inhibition above about 35%, passing the limit was not always enough; inconclusive means no clear call, values can overlap the other calls; further: plate controls were buffer without enzyme for full effect and enzyme alone for no effect
GDH-TPI inh = GDH-TPI coupling enzyme inhibitors, primary screen, artefact control for M. tuberculosis FBA inhibitor project, biochemical, absorbance, full deck; inhibition, % at 4.8 µM; hit rate 1.2% among 360,000; GDH-TPI coupled enzyme counterscreen, NADH absorbance; in the data active means inhibition above about 30%;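 further: 0% = DMSO wells and 100% = wells lacking the enzyme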
Mtb BioA inh = M. tuberculosis BioA enzyme inhibitors, primary screen, biochemical, plate reader, single point, HTS; 7,8-diaminopelargonic acid synthase BioA (Mycobacterium tuberculosis); purified M. tuberculosis BioA enzyme; inhibition, % at 9.99 µM; hit rate 0.096% among 360,000; AID 602481, 2012; in the data active means inhibition above about 40%; inconclusive means no clear call, values can overlap the other calls
PfHsp40 rescue = rescue of yeast from PfHsp40 toxicity, primary screen, S. cerevisiae, ATP luminescence; S. cerevisiae expressing PfHsp40, growth rescue; growth rescue, % at 12.5 µM; hit rate 0.68% among 340,000; AID 504582, 2011; in the data active means growth rescue above about 28%, passing the limit was not always enough; inconclusive means no clear call, values can overlap the other calls;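 further: yeast W303a lacking pdr1 and pdr3 grown in galactose medium; growth measured after three days at 30 °C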
* hit, by the source's call; ? = inconclusive; . = not tested or not shown; & = joins results of further samples; ! = not confirmed by another sample. Unless noted, no stated cut-off is given here; in the data, active means inhibition above about 30%; inconclusive means no clear call, values can overlap the other calls; inactive means below that. This is a random part of the collection. Share with any hit: about 4.7%.

The opening 2 compounds, to show the layout:
SMILES	Mtb FBA inh	Mtb UGM inh	Anthrax LF inh2	BoNT A protease	FadD28 FP inh	BoNT-F LC inh	GDH-TPI inh	Mtb BioA inh	PfHsp40 rescue
COC(=O)c1ccc(NS(=O)(=O)c2c(C)nc3sccn3c2=O)cc1	2	.	-3	-0.8	-0.2	-4	19	0.5	.
COc1ccc(CCNC(=O)CCS(=O)(=O)c2ccc3c(c2)NC(=O)CS3)cc1OC	-2	0.5	-5	-1.4	1.6	-2	7	7.9	-1.1

This part in full, from the start:
SMILES	Mtb FBA inh	Mtb UGM inh	Anthrax LF inh2	BoNT A protease	FadD28 FP inh	BoNT-F LC inh	GDH-TPI inh	Mtb BioA inh	PfHsp40 rescue
COC(=O)c1ccc(NS(=O)(=O)c2c(C)nc3sccn3c2=O)cc1	2	.	-3	-0.8	-0.2	-4	19	0.5	.
COc1ccc(CCNC(=O)CCS(=O)(=O)c2ccc3c(c2)NC(=O)CS3)cc1OC	-2	0.5	-5	-1.4	1.6	-2	7	7.9	-1.1
CCn1cc(CN2CCc3c([nH]c4ccccc34)C2c2cccc(OC)c2OC)c(C)n1 (configuration not stated)	-1	0.6	-3	0.0	0.1	-3	10	0.6	15
O=C(C1CCCN(S(=O)(=O)c2cccs2)C1)N1CCc2ccccc2C1 (configuration not stated)	8	0.3	0	1.0	-1.0	-3	5	5.1	0.1
CCOC(=O)Cn1c(=O)oc2cc(S(=O)(=O)NC(C)c3ccccc3)ccc21 (configuration not stated)	-2	1.9	-4	-0.5	-1.7	-1	2	0.9	-0.5
Cc1sc2ncn(CC(=O)NCCN(C)C)c(=O)c2c1S(=O)(=O)N1CCC(C)CC1	-1	-2.9	-3	-1.6	1.7	-1	-1	-2.1	-2.5
O=C(CCC(=O)Nc1cccc(Cl)c1)N/N=C/c1cc([N+](=O)[O-])ccc1O	-8	0.0	0	-1.4	-4.2	-6	16	.	-1.6
CN(C)C(=O)c1ccc2c(c1)n(C)c(=O)n2C	1	-2.2	0	-0.9	-4.5	-1	-4	4.1	2.5
O=C(Nc1ccc(NS(=O)(=O)c2ccccc2)cc1)c1ccc(Cl)cc1	0	1.0	-3	-6.1	-0.5	-7	1	-2.9	-1.4
CC1CCC(C(C)C)C(OCC[N+](C)(C)C)C1 (configuration not stated)	2	-1.6	-1	0.0	-0.6	-8	2	2.5	-0.5
CCNC(=O)COc1ccc(/C=N/NC(=O)c2cccnc2)cc1OC	2	-6.4	-6	-0.2	-1.3	-5	10	.	-0.5
O=C1Nc2cc(C(=O)NCC3CCCO3)ccc2S/C1=C/c1ccccc1F (configuration not stated)	-3	0.6	2	-0.6	-1.0	1	10	-1.0	-1.3
c1coc(Cn2c(-c3ccco3)nc3ccccc32)c1	11	-3.7	-2	-0.3	-0.2	2	5	1.9	-0.5
O=C(O)c1cc2ccccc2cc1Nc1ccccc1	0	0.5	-3	-0.2	?	-1	13	2.3	0.8
COc1ccc(Cc2nnc(Nc3ccc(C)cc3)o2)cc1OC	1	-0.7	11	-5.4	-0.4	19	-3	1.3	-1.7
O=C(CSc1ncccn1)NCc1ccccc1	4	-1.9	8	-1.7	-1.1	-2	-12	-0.6	-1.1
Cc1cccc(N2CCc3c2nc2ccccc2c3N)c1	70*!	-0.6&1.4	-1&-13	1.7&-0.2	-2.6&-4.5	-3&-11	9&23	-0.4	-0.2&1.4
Fc1ccc(Cn2cc(C(=S)N3CCOCC3)c3ccccc32)cc1	0	1.1	8	0.1	-3.3	-6	4	-1.8	3.5
O=C(c1ccc(Br)cc1)N1CCCC(c2nc(-c3cccs3)no2)C1 (configuration not stated)	-4	1.0	-7	-0.4	-4.0	-4	-4	.	17
CC(=O)N1CCCc2cc(S(=O)(=O)NCCC3=CCCCC3)ccc21	1	0.0	0	-0.8	-3.3	-9	4	2.2	0.8
CC(C)n1c(N2CCN(C(=O)Nc3ccc(F)cc3F)CC2)nc2ccccc21	1	-3.3	2	0.4	-1.9	12	5	-0.5	1.6
Cc1ccc(NC(=O)c2cc(-c3ccc(C)c(C)c3O)n[nH]2)cc1C	0	-0.5	8	-5.3	-1.6	-6	8	-4.0	-2.0
COCCN(Cc1ccc(C)cc1)C(=O)[C@H]1O[C@@H](n2cnc3c(N)ncnc32)[C@H](O)[C@@H]1O	-4	.	-1	-0.2	-1.2	-1	.	-0.6	.
Cc1ccc(S(=O)(=O)N2CCN(C)CC2)cc1[N+](=O)[O-]	0	-1.5	-1	0.1	-4.1	5	-7	.	0.0
COc1cc(/C=N/N(C)c2ccccc2)cc(Cl)c1O	-4	0.0	-9	0.2	-0.3	-6	40*	2.3	?
Cc1ccc(-n2c(=O)c3c(C)c(C)sc3n(Cc3cc(=O)n4ccccc4n3)c2=O)cc1C	0	1.2	-4	0.0	-0.9	5	2	.	-1.9
O=S(=O)(Cc1ccccc1)N=Nc1c(O)[nH]c2ccc(Br)cc12	0	-1.3	-1	1.3	-3.2	0	1	-1.4	-0.4
COC(=O)c1ccc(CCc2cc(O)c(Br)cc2O)cc1	-1	.	-2	-0.5	0.0	-11	0	.	0.0
CC(=O)Nc1ccccc1C(=O)OCc1cccc(F)c1	7	-2.7	-2	-0.4	-2.9	-2	4	.	0.5
Cc1ccc(N(CC(=O)Nc2ccc(F)cc2)S(=O)(=O)N2CCCC2)cc1	2	1.8	2	1.4	-3.4	?	-3	4.0	0.7
COC(=O)[C@@H]1C[C@@]2(O)[C@H](O)[C@H](O)[C@H](O)C[C@H]2N1Cc1ccc(-c2ccccc2)cc1	-2	-1.4	1	-0.4	-2.9	5	-4	0.0	-0.6
COc1ccc(Cn2c(O)c(C=Nc3c(C)n(C)n(-c4ccccc4)c3=O)c(=O)[nH]c2=O)cc1	2	2.9	-2	0.1	0.0	-8	25	.	0.3
Cc1ccc(C(=O)OCC(=O)Nc2ncc(C(F)(F)F)cc2Cl)cc1NC(=O)c1ccco1	0	0.4	1	-3.8	-3.5	-4	-3	-1.5	-0.7
Cc1nn(-c2ccccc2)c2c1CC1(C(=O)N(C)C(=O)N(C)C1=O)C1CCCCN21 (configuration not stated)	4	0.4	0	1.3	-0.5	13	10	-0.3	0.0
O=C(CSc1ccc(-c2ccccn2)nn1)c1ccccc1	-2	-1.6	-9	-1.7	-4.4	-2	-1	.	401*
Cc1cc(C)c(S(=O)(=O)N2CCN(C)CC2)c(C)c1	0	-0.4	-3	-1.0	1.4	-15	6	0.9	0.7
Cc1[nH]c2ccccc2c1SCC(=O)N1CCCCCC1	-2	0.0	-4	-0.9	-2.3	-2	-1	.	-0.7
ON(CCc1ccccn1)CCc1ccccn1	2	.	-2	2.1	-0.7	-2	0	-1.8	-0.1
CC(C)C(=O)N1CCC1(C)C(=O)Nc1ccc2[nH]ccc2c1 (configuration not stated)	0	.	2	0.5	-0.3	-5	4	-0.5	.
O=C(N/N=C/c1cccnc1)c1ccc(CN2c3cccc4cccc(c34)S2(=O)=O)cc1	12	-2.1	-3	-0.4	-4.2	-8	3	5.9	-1.2
O=C(COC(=O)c1ccccc1[N+](=O)[O-])Nc1cccnc1Cl	-1	-2.7	-1	-0.2	-2.2	-2	-10	1.0	-2.1
Cc1ccc(S(=O)(=O)NN2C(=O)c3ccccc3NC2c2ccccc2)cc1 (configuration not stated)	20	-0.4	-1	0.7	-4.0	0	4	.	-1.0
O=C(c1ccc(-c2nnc(Nc3cccc(Cl)c3)c3ccccc23)cc1)N1C[C@H]2C[C@H](C1)c1cccc(=O)n1C2	3	-0.7	0	1.5	-24	27	14	11	0.8
CCOc1ccccc1-n1c(SCC(=O)N(CC)CC)nnc1-c1ccccn1	5	-3.1	8	1.5	-3.7	?	-2	-1.6	0.2
Cc1nc(-c2coc3cc(OCC(=O)O)ccc3c2=O)cs1	19	2.0	-1	0.1	0.6	1	15	-2.3	1.0
COc1cc(CNc2ncnc3c2ncn3[C@H]2CN(Cc3ccc4c(c3)OCO4)C[C@@H](CO)O2)cc(OC)c1OC	6	.	0	0.3	0.8	7	-1	-0.2	.
COCCNC(=O)Cc1ccc(Br)cc1	-12	0.8	-4	0.7	-1.9	-22	14	-2.7	-0.6
CCn1c(SCC(=O)NCc2ccco2)nc2cccnc21	2	2.6	-1	0.6	0.6	-1	1	-0.3	0.3
COCCCN1C(=O)CC(C(=O)OC)=C1C	0	-2.1	-4	-2.2	-0.2	-8	-6	1.1	-0.5
C/[N+]([O-])=C\c1ccc([N+](=O)[O-])o1	-3	-0.1	-1	0.3	-3.2	-1	14	-1.4	4.0
CC1CC(=O)N(Cc2ccccc2)c2ccccc2N1C=O (configuration not stated)	0	-1.2	-5	0.1	-4.6	0	-17	0.0	0.3
CN1CCN(C(=O)COc2ccc(C(C)(C)C)cc2Br)CC1	1	0.1	1	0.6	0.4	8	0	3.6	1.4
O=C(C1=C(O)C(=O)N(c2ncccn2)C1c1cccs1)c1ccco1 (configuration not stated)	-2	-0.2	2	1.1	2.7	3	18	.	0.0
CC(=O)N1CCc2c(sc(NC(=O)c3ccc(S(=O)(=O)N(C)C)cc3)c2C#N)C1	4	0.4	0	0.1	0.2	-10	21	0.4	-0.2
CCO[C@@H]1OC(C(=O)Nc2ccccc2)=C[C@H](c2coc3ccccc3c2=O)[C@H]1CCCO	-1	-0.9	-2	-0.5	-13	-2	-4	0.4&5.0	1.4
O=C1c2ccccc2C(=O)N1CCC1(O)C(c2ccccc2)=Nc2ccccc21 (configuration not stated)	-2	.	2	-0.4	-0.1	1	17	-0.9	-1.4
O=C(CC(Nc1ccccc1Cl)C(=O)OCC(=O)c1cccs1)c1ccccc1 (configuration not stated)	4	3.2	2	1.0	-0.1	6	-2	.	-0.9
Clc1cccc(CN2CCc3c([nH]c4ccccc34)C2)c1	5	-0.4	-11	-2.2	-0.9	-25	9	-4.1	3.0
CCOC(=O)C(CC)Sc1ccc2nnc(-c3cccnc3)n2n1 (configuration not stated)	16	-2.6	-3	-0.6	-3.4	-4	2	.	1.3
COc1ccc(C2CC(c3ccccc3)=NN2C(=O)COC(=O)c2cnc(Cl)c(Cl)c2)cc1 (configuration not stated)	2	-0.1	-2	-0.1	1.9	-4	-4	-0.1	-0.6

Continuation:
SMILES	Mtb FBA inh	Mtb UGM inh	Anthrax LF inh2	BoNT A protease	FadD28 FP inh	BoNT-F LC inh	GDH-TPI inh	Mtb BioA inh	PfHsp40 rescue
CC(C)CC(C(=O)NCc1ccccn1)N1C(=O)c2ccccc2C1=O (configuration not stated)	-4	1.3	-6	-1.0	-4.7	-5	-1	-0.1	-0.3
C[C@H](CO)N1C[C@H](C)[C@H](CN(C)C(=O)Nc2ccc(C(C)(C)C)cc2)OCc2cnnn2CCCC1=O	-1	.	-1	-0.6	-0.4	-5	-7	0.5	.
Fc1c(CSC(=S)N2CCOCC2)cccc1CSC(=S)N1CCOCC1	-1	-0.8	2	-3.6	-2.6	?	-8	-2.4	-0.1
COc1ccc(C(=O)OCCN=C2NS(=O)(=O)c3ccccc32)cc1OC	-1	4.2	2	6.9	-1.0	7	13	-2.0	0.9
Cc1cc([N+](=O)[O-])nn1Cc1ccc(C(=O)N/N=C/c2ccc(N(C)C)cc2)cc1	-6	3.4	.	.	-0.1	.	40*	.	-1.4
Cc1ccc(/C=N/NC(=O)C[n+]2ccccc2)s1	-2	1.9	-10	-4.9	-3.4	?	24	.	-0.8
